Assay outcomes from PubChem BioAssay.
KB-3-1 cytotox = qHTS assay for MDR1-selective chemotherapeutics: Primary screen using the parental adenocarcinoma cell KB-3-1. AID 1347075, 2019. KB-3-1 viability, CellTiter-Glo ATP luminescence, 72 h. actives 1.4% (n = 400,000). Potency, µM (doses to about 46.1 µM), inactives show at the top dose activity change, negative = cytotoxic, actives largely listed as cytotoxic; also: potency is read from the fitted curve at half-maximal effect; % is scaled to controls: 0 for no effect and ±100 for the full control effect; nearly all actives have a fitted effect of over 60% in size
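Parental KB-3-1 adenocarcinoma cells in phenol-red-free DMEM with 10% FBS were pin-treated with compounds at several concentrations, incubated 72 h at 37 °C, and viability read by CellTiter-Glo luminescence; concentration-effect curves were fitted after normalization.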
MCF10A rereplic = A quantitative high throughput screen for small molecules that induce DNA re-replication in MCF 10a normal breast cells; MCF 10A DNA re-replication, Hoechst nuclear intensity, 48 h; Potency, µM (highest dose often 46.1 µM), for inactives: top-dose activity, positive = re-replication, most hits filed as activators; actives 2.9% (n = 350,000); AID 624296, 2012; also: potency is read from the fitted curve at half-maximal effect; % of control where 0% means no effect; nearly all actives have a fitted effect of over 50% in size
IL1B secr inh = qHTS for Inhibitors of Inflammasome Signaling: IL-1-beta AlphaLISA Primary Screen; THP-1 LPS/ATP IL-1B secretion, AlphaLISA, 16 h; hits give low values; activity change, % at 57.5 µM; actives 4.7% (n = 360,000); AID 743279, 2014; in the data active = activity change below about -50%; inconclusive = mostly about -30% to -49%; also: % is scaled to controls: 0 for no effect and ±100 for the full control effect
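THP-1 cells pretreated 1 hr with compounds (up to 57.5 uM final), then stimulated with LPS (250 ng/mL final) plus ATP (1.25 mM final); secreted IL-1B measured by AlphaLISA after 16 hr, decreased signal indicating inhibition.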
SW480 rereplic = A quantitative high throughput screen for small molecules that induce DNA re-replication in SW480 colon adenocarcinoma cells; Potency, µM (highest dose often 46.1 µM), for the others: top-dose re-replication activation, usual class: activators; SW480 DNA re-replication, Hoechst DNA content imaging, 48 h; actives 1.8% (n = 340,000); also: potency is read from the fitted curve at half-maximal effect; % of control where 0% means no effect; nearly all actives have a fitted effect of over 55% in size
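Cells (250 per well) received 23 nL compound or DMSO by pin tool and were kept 48 hr at 37 C, 5% CO2. Nuclei were then stained with Hoechst for 40 min and scanned for DNA content.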
DRD3 agonist = qHTS of D3 Dopamine Receptor Agonist: qHTS; AID 652048, 2013; D(3) dopamine receptor (Homo sapiens), P35462; max activation, %; actives 0.58% (n = 410,000); D3R DiscoveRx beta-arrestin cells, luminescence, 90 min; in the data active = max activation above about 30%; also: 0% is about no effect; mostly tested at two doses, the higher about 12 µM
Target sequence (P35462 whole entry, looked up): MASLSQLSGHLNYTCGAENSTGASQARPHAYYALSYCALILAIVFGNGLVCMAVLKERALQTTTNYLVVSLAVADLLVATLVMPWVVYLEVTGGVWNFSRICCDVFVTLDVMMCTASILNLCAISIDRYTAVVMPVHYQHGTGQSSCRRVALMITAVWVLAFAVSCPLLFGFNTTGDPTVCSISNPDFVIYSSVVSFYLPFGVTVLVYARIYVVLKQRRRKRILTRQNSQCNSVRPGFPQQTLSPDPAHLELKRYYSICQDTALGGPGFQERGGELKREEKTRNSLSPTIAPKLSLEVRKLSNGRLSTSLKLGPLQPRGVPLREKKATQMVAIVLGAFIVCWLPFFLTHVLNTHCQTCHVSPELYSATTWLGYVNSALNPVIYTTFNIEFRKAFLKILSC
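Agonist-mode cell screen: cells plated at 1500/well and incubated overnight at 37 °C, then exposed to library compounds for 90 min at 37 °C. Detection reagent was added for 30–60 min at room temperature, and luminescence was read.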
HT1080NT lethal = qHTS for induction of synthetic lethality in tumor cells producing 2HG: qHTS for the HT-1080-NT fibrosarcoma cell line. Potency, µM (highest dose often 46.1 µM), for the others: at the top dose activity, negative = less viability, most hits filed as cytotoxic. actives 1.6% (n = 360,000). HT-1080-NT fibrosarcoma viability, CellTiter-Glo ATP luminescence, 48 h;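 also: NT is the 2HG producing partner of a matched IDH1 knockdown line; potency is read from the fitted curve at half-maximal effect; 0% = DMSO-treated cells and -100% = media-only wells without cells; nearly all actives have a fitted effect of over 55% in size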
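750 cells/well, RPMI + 5% FBS; 2 h settle, compound pin-transfer, 48 h at 37 degrees C. CellTiter-Glo 10 min RT, luminescence. Normalized to DMSO and media-only wells.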
GLP1R cytotox = qHTS of GLP-1 Receptor Inverse Agonists: Cytotox Screen; HEK293 cAMP-luciferase reporter cells, luminescence, 24 h; Potency, µM (series often up to 38.3 µM), for inactives: at the top dose activity change, negative = inhibition, actives largely listed as inhibitors; actives 0.13% (n = 410,000); AID 624418, 2012;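 also: loss of luciferase light is scored as toxicity; potency is read from the fitted curve at half-maximal effect; % is scaled to controls: 0 for no effect and ±100 for the full control effect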
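Here, cytotoxicity is scored as loss of luminescence. The MLSMR collection was tested on cells seeded in medium containing 10% Nu serum, with a 24 hr compound exposure preceded by 12 hours of culture.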
HT1080 IDH1KD tx = qHTS for induction of synthetic lethality in tumor cells producing 2HG: qHTS for the HT-1080-IDH1KD cell line; HT-1080 IDH1 knockdown viability, ATP luminescence, 48 h; Potency, µM (top dose mostly 46.1 µM), for the others: at the highest dose activity, negative = toxicity, hits mostly cytotoxic; actives 2% (n = 360,000); AID 686971, 2013;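 also: potency is read from the fitted curve at half-maximal effect; 0% = DMSO wells and -100% = cell-free medium wells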
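After a 2 h attachment period, IDH1KD HT-1080 cells took pin-transferred compound for 48 h at 37 °C; ATP-based luminescence after 10 min room-temperature reagent incubation reported viability.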
KB-V1 cytotox = qHTS assay for MDR1-selective chemotherapeutics: Primary screen using the drug-selected MDR subline cells KB-V1 | KB-V1 MDR cells viability, CellTiter-Glo, 72 h | Potency, µM (doses to about 46.1 µM), inactives show at the highest dose activity change, negative = cytotoxicity, most hits filed as cytotoxic | actives 3.4% (n = 400,000) | AID 1347076, 2019; also: potency is read from the fitted curve at half-maximal effect; % is scaled to controls: 0 for no effect and ±100 for the full control effect; nearly all actives have a fitted effect of over 60% in size
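Following 72 h at 37 degrees C with compound, KB-V1 cell viability was read by CellTiter-Glo luminescence, medium being phenol-red-free DMEM plus 10% FBS; concentration-response parameters came from normalized, curve-fitted qHTS data.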
Numbers without * were called inactive; ? = inconclusive; . = not tested or not shown; & = joins results of further samples; [ ] = remark or other dose. Unless noted, calls follow the shape of the dose curve; as a rule, active = well fitted curve in the direction sought with a large enough effect; inconclusive = small, poorly fitted or top-dose-only effect, or another doubt; inactive = no such curve, though single readings can be large; an effect the other way counts as inactive or inconclusive.

SMILES	KB-3-1 cytotox	MCF10A rereplic	IL1B secr inh	SW480 rereplic	DRD3 agonist	HT1080NT lethal	GLP1R cytotox	HT1080 IDH1KD tx	KB-V1 cytotox
O=C(COC(=O)c1ccc[n+]([O-])c1)Nc1ccc([N+](=O)[O-])cc1Cl	3%	1%	12	8%	-5	0%	4%	2%	-7%
CCN(C[C@H]1N[C@@](C)(C(=O)OC)[C@H]2C(=O)N(Cc3ccccc3)C(=O)[C@@H]12)S(=O)(=O)c1ccc(OC)cc1	-1%	-8%	-8	?	-24	3%	0%	4%	-18%
CCOc1ccccc1NC(=O)C(CC)n1c(C(=O)OC)cc2occc21 (stereo not drawn)	-17%	.	.	.	-10	.	21%	.	-21%
Cc1cccc(N(C)c2nc3ccc(C)cc3n3cnnc23)c1	4%	.	.	.	7	.	0%	.	0%
O=C(CSc1nc(-c2ccccc2)no1)N1CCN(c2ccc(F)cc2)CC1	0%	.	.	.	-12	.	-2%	.	-10%
Cc1ccc2cc(S(=O)(=O)NCCCC(=O)O)ccc2c1	6%	3%	0	-3%	7	1%	4%	5%	7%
CN1CCN(S(=O)(=O)c2cccc(C(=O)Nc3cccc(S(N)(=O)=O)c3)c2)CC1	6%	1%	7	-6%	8	16%	5%	14%	2%
Cc1ccc(NC(=O)CCCC(=O)OC(C)C(=O)c2ccccc2)cc1 (stereo not drawn)	1%	0%	25	-2%	6	7%	-11%	8%	0%
Cc1ccc2occ(/C=N/NC(=O)c3ccc(Cl)cc3)c(=O)c2c1	18%	15%	3	-1%	-5	-10%	18%	-4%	?
O=C(NNC(=S)NC1CCCCC1)c1ccc(Cl)s1	?	13%	-12	-1%	-24	-4%	-2%	-23%	?
CCC1(c2ccc(F)cc2)NC(=O)N(CC(=O)Nc2ccc(C)c(S(=O)(=O)N3CCOCC3)c2)C1=O (stereo not drawn)	?	-2%	27	-3%	-2	-10%	0%	-17%	7%
O=C(O)Cn1ccnc1	4%	7%	9	-2%	-3	-1%	3%	5%	?
COc1cccc(C(=O)N(Cc2cc3cc(C)ccc3[nH]c2=O)CC2CCCO2)c1 (stereo not drawn)	2%	-1%	?	7%	-1	-6%	?	-7%	-4%
Cc1c(Br)c(C(=O)NCc2cc3cc(Cl)ccc3[nH]2)nn1C	-3%	4%	-21	-694%[inhibitor]	1	-29%	-14%	?	0%
COc1ccc(-c2nc(S(=O)(=O)c3ccc(C)cc3)c(N3CCCC3)o2)cc1	4%	2%	19	2%	4	10%	-19%	14%	8%
O=C(N/C=C/c1ccc(Cl)cc1)NCc1ccc(Cl)cc1	-1%	1%	8	0%	3	-8%	-10%	-9%	13%
O=C(NC1=NCCS1)c1sc2ccccc2c1Cl	-2%	9%	-14	0%	0	-2%	-4%	-11%	?
O=C(NCCOc1ccccc1)c1cccc2c1C(=O)c1ccc(Cl)cc1S2(=O)=O	24%	-13%	-81*	-10%	-8	-19%	6%	-1%	-14%
CN(C)Cc1c(O)c(Cl)cc2c3c(c(=O)oc12)CCCC3	0%	2%	21	-9%	-8	0%	295%[activator]	1%	0%
O=C(c1cccn2c(=O)c3ccccc3nc12)N1CCN(c2ccccn2)CC1	10%	-1%	18	-17%	0	24%	-22%	5%	9.2µM*
Cc1cc(C)n(-c2nc(SCC(=O)N3CCCC3)c3c4c(sc3n2)CCCC4)n1	?	-9%	-10	-6%	-15	-3%	8%	1%	0%
COC(=O)C1(C(F)(F)F)N=C2Sc3ccccc3N2C(N2CCOCC2)=N1 (stereo not drawn)	?	16%	26	14%	-5	0%	3%	1%	0%
Cc1cccc(CNS(=O)(=O)c2csc(C(N)=O)c2)c1	-7%&6%	-9%	13	-4%	1&2	-15%	-22%&-6%	-1%	?
CC(C)Sc1nc2ccccc2c(=O)[nH]1	-7%	5%	?	-21%	-1	-4%	0%	-15%	5%
COc1ccc(C(=O)Nc2cc(OC)c(Cl)cc2OC)cc1	?	3%	-8	3%	2	5%	-6%	12%	11%
Cc1ccnc(SCC(=O)N2CCN(c3ccccc3)CC2)n1	1%	0%	19	-18%	-1	1%	-15%	3%	-2%
Cc1ccc(C(C(=O)NC(C)(C)C)N(Cc2ccc3c(c2)OCO3)C(=O)c2ccc(CN3CCOCC3)o2)o1 (stereo not drawn)	30%	8%	-10	1%	0	0%	2%	4%	?
O=C(C[C@@H]1C[C@@H]2c3cc(NC(=O)C4CCC4)ccc3O[C@@H]2[C@@H](CO)O1)NCc1ccc(Cl)cc1	-1%	.	-7	.	-9	-1%	2%	-5%	-6%
CCOc1ccc(-c2c(C(=O)N/N=C/c3c[nH]c4ccccc34)nnn2-c2nonc2N)cc1	-6%	2%	0	-1%	0	-25%	-21%	-30%	-23%
Cc1ccc(C(=O)COC(=O)CCc2ccc(S(=O)(=O)N3CCCCC3)cc2)cc1	19%	-11%	23	-95%[inhibitor]	-6	5%	-7%	-5%	6%
Cc1ccc(N2CC(NC(=O)C(=O)c3c[nH]c4ccccc34)CC2=O)cc1C (stereo not drawn)	7%	0%	24	0%	-8	-3%	3%	-6%	4%
CCOC(=O)c1c(NC(=O)c2cc3n(n2)C(C(F)(F)F)CC(c2cccs2)N3)sc(C)c1C (stereo not drawn)	?	7%	8	?	2	2%	-1%	8%	?
CCCCNC(=O)C1CCN(Cc2ccc(OCc3ccccc3)c(OC)c2)CC1	-8%	0%	-30	-1%	-4	-13%	-1%	-12%	-3%
CCN(C(=O)CCS(=O)(=O)c1ccc2c(c1)CCN2C(C)=O)c1cccc(C(F)(F)F)c1	2%	.	.	.	0	.	-5%	.	?
Cc1ccc(NS(=O)(=O)c2ccc3[nH]c(=O)ccc3c2)cc1N(C)C	3%	.	.	.	1	.	-9%	.	0%
CCn1cc(C(=O)NCCCOC(C)C)c(=O)c2cc(S(=O)(=O)N3CCC(C)CC3)ccc21	5%	8%	3	-3%	4	1%	-27%	4%	0%
COc1ccc(S(=O)(=O)N2CCCCCC2)cc1NC(=O)CN1C(=O)CNC1=O	15%	-1%	12	-2%	4	-4%	9%	3%	0%
O=C(COC(=O)[C@@H]1CCCN1C(=O)c1cccs1)Nc1cccc([N+](=O)[O-])c1	-3%	1%	7	-12%	6	8%	3%	1%	17%
CCCOC(=O)C1=C(C)N(C)C(=O)NC1c1cc2c(cc1[N+](=O)[O-])OCO2 (stereo not drawn)	-3%	25%	6	-102%[inhibitor]	1	-17%	3%	-14%	-1%
COc1ccc(N(Cc2ccccc2)S(=O)(=O)c2ccc(C)cc2)cc1	5%	-2%	-22	2%	0	-3%	21%	2%	?
O=C(O)c1cc(-c2ccco2)nn1-c1ccc(Cl)cc1	21%	-2%	22	?	-2	-7%	6%[0.307 µM]	-10%	6%
COc1ccc(Nc2ncnc3ccccc23)cc1	-2%	5%	-24	2%	8	5%	-4%	2%	-7%
COc1ccc(Cn2c(C(=O)O)c(CNC3CCCC3)c3ccc(OC)cc32)cc1	?	.	.	.	-10	.	-6%	.	16%
COc1ccc(CCNC(=O)CSc2nnc(Cc3csc(N)n3)n2C)cc1OC	7%	-1%	10	-6%	0	16%	-8%	14%	23%
CCOc1ccc2nc(NC(=O)CSc3nc4cccnc4n3C)sc2c1	3%	?	-11	?	4	?	?	?	-18%
Cn1c(=O)c2c(SCC(=O)NCc3ccco3)nc(-c3cccc(F)c3)nc2n(C)c1=O	19%	.	.	.	-8	.	15%	.	?
COc1cc(CNc2ccc(C(=O)O)cc2)cc(Br)c1OCC(=O)NC(C)(C)C	10%	-4%	12	-23%	2	9%	2%	12%	?
COc1ccc(NC(=O)c2cccc(S(=O)(=O)N3CCc4ccccc43)c2)cn1	-23%	14%	19	-2%	2	-14%	-26%	-15%	13µM*
NS(=O)(=O)c1ccc(NC(=O)CSc2cn[nH]n2)cc1	-1%	-5%	18	-9%	-6	18%	0%	-9%	0%
O=C(CCN1CCCC1Cc1ccccc1)c1ccc2c(c1)OCCO2 (stereo not drawn)	0%	25%	-101*	?	7	-4%	?	?	-6%
Carrying on.
SMILES	KB-3-1 cytotox	MCF10A rereplic	IL1B secr inh	SW480 rereplic	DRD3 agonist	HT1080NT lethal	GLP1R cytotox	HT1080 IDH1KD tx	KB-V1 cytotox
COc1cc2c3nnc(-c4ccc(F)cc4)c-3cn(Cc3ccccc3F)c2cc1OC	15µM*	9.2µM*	-60*	?	8	?	84%[activator]	?	-15%
COC(=O)C(NC(C)=O)(Nc1ccc(Br)cn1)C(F)(F)F (stereo not drawn)	2%	-2%	12	-6%	5	2%	-5%	1%	?
C/C(=N\N(C)C)c1ccc(OCCOc2ccc([N+](=O)[O-])cc2)cc1	-4%	15%	-53*	5%	5	-2%	-7%	1%	-1%
COc1cc(/C=N/N=C2/C(=O)Nc3ccccc32)ccc1O	-6%	?	?	-4%	-9	-24%	?	-25%	-14%
S=C(NCC(c1cccnc1)N1CCOCC1)NC1CCCCC1 (stereo not drawn)	-12%	18%	24	-24%	4	18%	4%	17%	-1%
